Compound activity: PubChem, several laboratories
Hep lipid drop: hepatic lipid droplet formation modulation | AML12 mouse hepatocytes, oleate lipid droplets, BODIPY imaging | inhibition, % at 6.5 µM | hit rate 0.4% among 240,000;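 active means lipid droplet intensity inhibited by at least 50%, with more than 500 cells counted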
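Material – AML12 mouse liver cells · Also added – oleate loading, 100 µM · Compound dosing – 6.5 µM single-point dosing · Times – overnight treatment with compound plus oleate · Measured by – fluorescence imaging, 20x objective, two fields per well · Read-out – percent inhibition of filter-corrected integrated lipid droplet intensity per well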
MT stabilize HCS: microtubule stabilizers in HeLa cells; HeLa tubulin immunostaining HCS, 24 h; share of cells brighter than vehicle mean+2SD; AID 2205; % tubulin-high responders, % at 10 µM; hit rate 0.83% among 200,000;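 active means plate Z-score above 3 for both tubulin-high and condensed-nucleus cell shares, with cell loss under 80%, at 10 µM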;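 further: anti alpha tubulin signal scored within the nucleus-defined area of each cell; some results filed as inactive read as strong as hits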
West Nile virus CPE: inhibition of WNV-induced cytopathic effect – cell-based, CPE readout (AID 1621); West Nile virus-infected cells, CPE inhibition; higher % means a stronger effect; one-dose CPE inhibition, % at 10 µM; IC50 in µM for titrated hits; hit rate 0.02% among 290,000; in the data active means a potency from the dose series; further: strong numbers were not always called active
WT yeast gro inh: growth inhibition of WT yeast, mitochondrial fusion screen. mitochondrial fusion phenotypic screen, WT strain. inhibition, % at 10 µM. hit rate 2.1% among 190,000. AID 1362; in the data active means inhibition above about 58%; tested in S. cerevisiae
Myeloid diff 2: compounds promoting myeloid differentiation | calls only at 10 µM | hit rate 1% among 360,000 | ER-HoxA9 myeloid progenitors, lysozyme-GFP differentiation, flow cytometry | AID 624256;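 active means normalized GFP-positive differentiation at or above the plate's own cutoff, the solvent-only control mean plus 3 SD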;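 further: cells exposed to compound for four days before flow analysis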
Autophagy mod: modulators of autophagy; calls only at 10 µM (by protocol); MEF GFP-LC3 puncta imaging; test concentration mostly 10 µM; hit rate 0.98% among 190,000;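 active means percentage of spot-positive cells more than 3 SD above its plate mean, without a fluorescence outlier flag or 80% toxicity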;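 further: spot-positive cell cutoff set from DMSO-treated cells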
T cell HTS: modulates CD8 T cell binding to vesicles | calls only at 7 µM | 2C CD8+ T cell-vesicle binding, flow cytometry; hits give low values | hit rate 0.068% among 330,000 | AID 2052;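 active means response, share of CD8 T cells binding vesicles, and their 90th percentile fluorescence all below set limits, cut at about 80% in these data, passing the limit was not always enough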
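Assay system – 2C mouse CD8+ T cells · Also added – QL9-loaded Drosophila micro-vesicles · Timing – Cell–vesicle co-incubation 1.5 h at 37 °C, staining 20 min on ice · Signal – flow cytometry of vesicle-bound cells · Measure – percent CD8+ FL2 mean versus row control · Controls – Peptide-free naked vesicles (low) and QL9 vesicles with 0.7% DMSO vehicle (high)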
bCat nuc transl: beta-catenin nuclear translocation modulation; HeLa beta-catenin nuclear translocation, immunofluorescence imaging; nuclear translocation activity, % at 5 µM; hit rate 0.3% among 190,000;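 active means nuclear translocation activity above 50% at 5 µM, with a well cell count of 50 or more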;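 further: per-cell ratio of nuclear to cytoplasmic median beta-catenin stain intensity; plate controls were DMSO negative control for no effect and GSK-3 inhibitor IX positive control for full effect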
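System: HeLa cells, endogenous beta-catenin; compound dosing: 5 µM primary single dose, 0.1% DMSO, 0.02–20 µM confirmation series; incubation: 24 h compound exposure at 37°C, 5% CO2; signal: beta-catenin immunofluorescence imaging with DAPI; evaluation: % activation, nuclear-to-cytoplasmic median beta-catenin signal ratio per cell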
Insulin prom up: MIN6 insulin promoter up-regulation; MIN6 insulin promoter-GFP reporter, high-content imaging; hits give high values; z-score at 5 µM; hit rate 0.3% among 190,000;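 active means z-score above 3 at 5 µM with at least 500 cells counted in the well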
WT yeast gro inh mutant strain: second read-out of WT yeast gro inh, no call of its own (marks repeat the call); inhibition, %; mitochondrial fusion phenotypic screen, mutant strain inhibition
Insulin prom up cell count: further read-out of Insulin prom up, marked with its call; cell count; measured here: cytotoxicity, nuclei count;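 total cells summed across four imaged fields per well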
Hep lipid drop cells 6.5 µM: recorded beside Hep lipid drop, whose call it bears; cell count; measured here: cell count, cytotoxicity flag;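 cells counted across two imaged fields per well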
bCat nuc transl cell count 5 µM: further read-out of bCat nuc transl, marked with its call; cell count; measured here: cell count, cytotoxicity flag
T cell HTS vesicle-bound %: also measured in T cell HTS; calls as there; double positive events, %; measured here: CD8+ vesicle-bound cell fraction;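 binding gate set so that unloaded-vesicle control wells show 10% double positive cells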
MT stabilize HCS Hoechst-high %: second read-out of MT stabilize HCS, no call of its own (marks repeat the call); % Hoechst-high responders; measured here: nuclear condensation Hoechst responders;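 share of cells brighter than vehicle mean plus two SD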
MT stabilize HCS cytotoxicity %: also measured in MT stabilize HCS; calls as there; toxicity, %; measured here: cytotoxicity by cell density;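 0% = mean cell density of plate MIN control wells and 100% = no cells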
Autophagy mod cell loss 18 h: also measured in Autophagy mod; calls as there; toxicity, %; measured here: cell loss, nuclei count;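 cell loss after 18 h compound exposure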
Myeloid diff 2 GFP+ MAC1+ %: further read-out of Myeloid diff 2, marked with its call; GFP+ MAC1+ double positive, %; measured here: differentiation confirmed by MAC1 staining
Numbers without * were called inactive; i = inactive; · = not tested or not shown; + = active, no number.

SMILES	Hep lipid drop	Hep lipid drop cells 6.5 µM	MT stabilize HCS	MT stabilize HCS Hoechst-high %	MT stabilize HCS cytotoxicity %	West Nile virus CPE	WT yeast gro inh	WT yeast gro inh mutant strain	Myeloid diff 2	Myeloid diff 2 GFP+ MAC1+ %	Autophagy mod	Autophagy mod cell loss 18 h	T cell HTS	T cell HTS vesicle-bound %	bCat nuc transl	bCat nuc transl cell count 5 µM	Insulin prom up	Insulin prom up cell count
CCC(=O)N1CCN(c2ccc(Cl)cc2NC(=O)Cc2ccc(Cl)cc2)CC1	-41	759	1.5	1.2	15	0.7%	21	13	i	5.7	i	1	i	55	·	·	0.49	944
COCCNC(=S)N/N=C(\C)c1ccccc1O	4	656	2.3	4.0	3.0	-0.2%	7	13	i	0.8	i	4	i	23	-2.1	947	-3.1	508
CCCCN(C(=O)/C=C/c1ccc(OCC(C)C)c(OCC)c1)c1c(N)n(CCC)c(=O)[nH]c1=O	4	697	2.2	1.7	6.9	-0.1%	6	8	i	0.2	i	1	i	53	0.3	1047	-0.2	1222
Cc1cc(C)c(S(C)(=O)=O)c(N(C)N)n1	21	703	3.0	2.6	6.7	0.3%	-11	-10	i	0.2	i	2	i	56	-0.2	1048	-0.28	1331
CCOC(=O)C1CCN(c2ncnc3c2cnn3-c2ccc(OC)cc2)CC1	0	721	3.5	1.6	12	·	16	8	i	0.4	i	16	i	54	2.1	1043	·	·
CCCOc1ccc(-c2c(C(=O)N/N=C/c3ccsc3)nnn2-c2nonc2N)cc1	4	719	·	·	·	-0.5%	·	·	i	0.2	·	·	i	22	·	·	·	·
COc1cccc(C=Nc2cc(C)on2)c1O	2	796	2.4	1.5	4.1	0.2%	-1	3	i	1.1	i	-1	i	34	·	·	0.15	1274
O=C(NCCCN1CCCC1=O)c1ccccc1NS(=O)(=O)c1ccc(F)cc1	·	·	3.8	2.9	6.4	0.2%	8	7	i	6.0	i	-6	i	33	1.3	1462	0.43	1171
Cc1ccc(Nc2nc(Oc3ccc(=O)[nH]n3)nc(N(C)C)n2)cc1	16	745	2.4	2.8	5.0	0.1%	12	15	i	0.3	+	27*	i	44	-2.2	1229	-0.26	1233
O=C(CCNC(=O)N1CC(=O)Nc2ccccc21)Nc1ccc(F)c(Cl)c1	-17	705	·	·	·	-0.2%	·	·	i	0.6	·	·	i	20	·	·	·	·
CCOC(=O)CN(C(=O)CNC(=O)c1ccco1)C(C(=O)NC1CCCCC1)c1cccs1 (stereo unspecified)	0	759	3.0	2.1	2.7	-0.1%	-10	3	i	1.6	i	1	i	50	·	·	·	·
Cc1ccc(/C=N/NC(=O)c2nnn(-c3nonc3N)c2-c2ccccc2)o1	0	721	·	·	·	-0.1%	·	·	i	0.0	·	·	i	15	·	·	·	·
COc1ccc(CCNC(=O)c2ccc(N(C)S(=O)(=O)c3ccc(C)cc3)cc2)cc1	5	647	1.8	2.5	7.3	-1.8%	11	11	i	1.4	i	21	i	9	-0.9	989	-0.29	1609
CCOc1cc(C(C(=O)NCC2CCCO2)N(C(=O)Cn2nnc3ccccc32)c2ccccc2OC)ccc1O (stereo unspecified)	-24	791	·	·	·	-1.1%	·	·	i	0.4	·	·	i	18	·	·	·	·
c1ccc2c(-c3nc(-c4ccncc4)no3)cccc2c1	11	766	1.5	1.1	2.3	·	54	44	i	5.4	i	4	i	23	6.4	842	-0.17	1086
Cc1ccc(C(=O)CCCn2nnc(-c3cccnc3)n2)cc1C	-9	755	2.5	1.5	9.8	-0.8%	-18	-4	i	0.3	i	0	i	33	0.0	1057	0.31	1873
Cc1cc(C(=O)c2ccc(Cl)cc2)c(NC(=O)CCl)s1	-13	543	2.0	2.4	9.6	-0.1%	-3	-8	i	0.8	i	-8	i	19	-0.8	1046	-0.37	1175
CC(C)(Oc1ccc(Cl)cc1)C(=O)NCCN1C(=O)S/C(=C/c2cccnc2)C1=O	-15	723	2.2	3.1	8.4	-1.2%	11	-3	i	0.7	i	16	i	40	0.2	541	-0.19	1497
O=C(c1ccco1)[C@@H]1[C@@H]2C(=O)N(c3ccccc3)C(=O)[C@@H]2C2c3ccccc3C=CN21 (stereo partly specified)	·	·	6.5	1.7	7.9	-0.3%	·	·	i	1.4	i	15	i	35	0.3	1379	0.13	1570
Cc1ccc(-c2cc(C(=O)NCCCN3CCOCC3)c3ccccc3n2)cc1C	-1	774	·	·	·	0.1%	·	·	i	1.0	·	·	i	16	·	·	·	·
O=[N+]([O-])/C(C(Cl)=C(Cl)Cl)=C(\Sc1ccccc1)N1CCCCC1	-13	721	2.7	1.2	4.0	-0.9%	24	-3	i	0.2	i	12	i	41	-0.7	1027	0.84	1288
COc1ccc(-n2nc(C(=O)NCC(=O)NCc3ccccc3OC)c3ccccc3c2=O)c(OC)c1	16	727	2.3	1.9	8.7	-0.4%	-5	-6	i	0.7	i	4	i	47	0.2	1155	·	·
Cc1noc2ncnc(Oc3ccc(Cl)cc3Cl)c12	-1	656	2.0	1.2	0.6	0.2%	4	3	i	0.1	i	15	i	4	-6.0	1104	1	1505
Nc1nc(-c2cccnc2)nn1C(=O)c1ccc(F)cc1	-6	579	3.9	1.3	6.5	-0.2%	6	9	i	0.4	i	1	·	·	0.1	963	-0.5	1454
Cc1ccc(OCc2nnc(SC(C)C(=O)O)n2-c2ccccc2)cc1 (stereo unspecified)	11	837	·	·	·	-0.3%	·	·	i	0.1	·	·	i	15	·	·	·	·
CC(=O)c1ccc(N(CC(=O)NC2CCCC2)C(=O)c2csnn2)cc1	4	811	·	·	·	-0.2%	·	·	i	0.5	·	·	i	20	·	·	·	·
C/C(=N\N=C\c1ccccc1)c1nnn(-c2nonc2N)c1C	·	·	2.1	1.3	5.1	0.3%	18	24	i	0.7	i	-26	i	28	-4.3	1399	0.21	1470
COc1ccc(S(=O)(=O)N2CC=C(C(=O)Nc3ccc(NC(C)=O)cc3)CC2)cc1	·	·	1.8	2.8	0.1	0.5%	7	-9	i	0.2	i	10	i	26	-2.6	1094	-1.5	1311
CC(=O)c1ccc(OC(=O)c2ccc(Br)o2)cc1	·	·	4.6	1.8	4.6	-0.3%	1	-4	i	0.4	i	-14	i	23	-5.3	936	0.78	1130
COc1ccc2nc3oc(C(=O)N4CCCCC4)cc3cc2c1	-1	763	1.9	1.2	3.0	-0.1%	-2	-14	i	1.1	i	1	i	63	-3.0	1234	-0.15	1085
Cc1nc([N+](=O)[O-])c(Sc2nc3ccccc3n2C)n1Cc1ccccc1	20	638	6.0	5.5	20	-2.2%	-16	-11	·	·	i	-1	i	44	-2.5	517	-0.67	1346
Nc1ncnc2c1ncn2C1OC(CO)C(O)C1O (stereo unspecified)	0	464	1.4	0.9	6.8	0.1%	-5	-9	i	0.1	i	-2	i	14	0.2	986	0.57	1408
CC(=O)N1CCc2c(sc(NC(=O)Cc3ccc(F)cc3)c2C(N)=O)C1	12	743	·	·	·	0.3%	·	·	i	0.9	·	·	i	26	·	·	·	·
C/C(CC(=O)Nc1ccc(N(C)C)cc1)=N\NC(=O)c1cnccn1	8	528	1.8	2.3	13	0.1%	4	19	i	0.7	i	1	i	10	3.0	1063	0.05	1464
COc1ccc(CCNC(=O)c2sc3cc(C)ccc3c2Cl)cc1	-12	581	1.9	2.1	6.7	-0.1%	-13	-8	·	·	i	-24	i	16	0.8	1138	-0.81	1891
O=[N+]([O-])c1cccc(-c2c[n+]3c(n2-c2ccccc2)SCC3)c1	-1	651	2.1	3.1	1.4	0.0%	8	-15	i	1.7	i	17	i	36	-3.5	1075	-0.32	1281
O=C(CC(c1ccccc1)c1ccccc1)Nc1ccc2c(c1)OCCO2	·	·	3.4	1.7	4.9	-0.6%	4	8	i	0.9	i	4	i	44	-0.7	1358	0.32	1516
COc1ccccc1NC(=O)CSc1ccc2nnc(-c3ccncc3)n2n1	·	·	5.6	3.0	6.1	-0.4%	1	3	i	2.0	i	8	i	46	0.1	1165	0.63	946
COc1cc(NC(=O)C2CCCCC2)c(OC)cc1NC(=O)c1ccccc1	-8	784	·	·	·	-0.8%	·	·	i	0.2	·	·	i	47	·	·	·	·
CCOCCCNc1ncnc2c1[nH]c1ccccc12	-34	682	2.3	3.3	24	-0.2%	-15	2	i	2.8	i	12	i	25	·	·	-8	559
CN(C)c1ccc(/C=N\NC(=S)SCN2C(=O)C3CCC(C)(C2=O)C3(C)C)cc1 (stereo unspecified)	-1	743	2.0	2.7	11	0.2%	27	-4	i	0.5	i	-6	i	33	3.7	891	·	·
CCC(C)(C)NC(=O)C(C(C)C)N(CC1CCCO1)C(=O)CNS(=O)(=O)c1ccccc1 (stereo unspecified)	7	846	·	·	·	0.0%	·	·	i	0.7	·	·	i	42	·	·	·	·
COc1ccc(C2=NOC(C(=O)N3CCOCC3)C2)cc1OC (stereo unspecified)	·	·	7.8	2.4	10	-0.1%	20	8	i	0.5	i	12	i	52	-0.9	1358	-0.13	1476
